# Compound activity from PubChem.
# M5 ag = human M5 muscarinic receptor agonists, primary screen, CHO-K1 cells, Fluo-8 calcium fluorescence. actives 0.19% (n = 360,000). activation, % at 3 µM. Muscarinic acetylcholine receptor M5 (Homo sapiens), P08912. CHO-K1 hM5 cells; 0% DMSO wells, 100% maximal acetylcholine response;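 active = activation above the run's mean over test compounds plus 3 SD, cut at about 23% in these data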;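 also: signal is peak over basal fluorescence ratio across the kinetic read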
# Target sequence (P08912 whole entry, looked up): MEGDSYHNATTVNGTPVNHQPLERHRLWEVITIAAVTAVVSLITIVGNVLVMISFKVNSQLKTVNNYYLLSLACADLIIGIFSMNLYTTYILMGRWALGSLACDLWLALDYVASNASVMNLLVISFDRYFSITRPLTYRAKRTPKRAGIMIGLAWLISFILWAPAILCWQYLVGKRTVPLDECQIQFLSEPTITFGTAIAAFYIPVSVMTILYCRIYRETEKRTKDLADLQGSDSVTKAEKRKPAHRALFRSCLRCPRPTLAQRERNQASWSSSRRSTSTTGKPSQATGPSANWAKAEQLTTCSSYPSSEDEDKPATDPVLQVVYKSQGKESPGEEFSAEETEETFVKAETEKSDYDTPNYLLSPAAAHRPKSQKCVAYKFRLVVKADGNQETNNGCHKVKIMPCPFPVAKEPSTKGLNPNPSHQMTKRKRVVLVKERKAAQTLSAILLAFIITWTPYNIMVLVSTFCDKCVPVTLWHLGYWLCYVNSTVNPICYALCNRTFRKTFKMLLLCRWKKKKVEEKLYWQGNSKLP
# CRFBP-R2 block = antagonists of CRF-BP/CRF-R2 complex, primary screen, cell-based, HEK293, calcium dye fluorescence, uHTS; CRF-induced calcium fluorescence; inhibition, % at 11.8 µM; actives 0.59% (n = 350,000);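 active = inhibition of the ligand-induced calcium signal above about 50% at the single tested concentration, limit read from the data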
# M4 PAM = human M4 muscarinic receptor positive allosteric modulators, primary screen, CHO-K1 cells, Fluo-8 calcium fluorescence | Muscarinic acetylcholine receptor M4 (Homo sapiens), P08173 | CHO-K1 hM4/Gqi5, ACh EC20; 0% = ACh EC20, 100% = maximal ACh | activation, % at 3 µM | actives 0.4% (n = 360,000) | AID 624126, 2012;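 active = activation above its plate's cutoff, the mean activation of sample wells plus 3 SD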; also: some results filed as inactive read as strong as hits
# Target sequence (P08173 whole entry, looked up): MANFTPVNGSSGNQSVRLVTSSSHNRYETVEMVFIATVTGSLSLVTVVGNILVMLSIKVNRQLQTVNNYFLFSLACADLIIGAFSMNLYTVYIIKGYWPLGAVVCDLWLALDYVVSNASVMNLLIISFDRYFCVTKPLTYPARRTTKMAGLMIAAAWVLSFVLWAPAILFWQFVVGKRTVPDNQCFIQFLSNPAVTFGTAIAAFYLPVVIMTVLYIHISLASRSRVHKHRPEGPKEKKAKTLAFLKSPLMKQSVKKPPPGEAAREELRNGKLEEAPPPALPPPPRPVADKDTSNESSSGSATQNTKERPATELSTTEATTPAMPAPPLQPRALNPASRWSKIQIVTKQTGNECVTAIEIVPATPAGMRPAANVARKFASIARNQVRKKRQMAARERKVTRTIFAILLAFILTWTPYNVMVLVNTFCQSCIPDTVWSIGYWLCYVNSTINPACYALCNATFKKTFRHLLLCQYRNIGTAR
# M5 PAM = human M5 muscarinic receptor positive allosteric modulators, primary screen, CHO-K1 cells, Fluo-8 calcium fluorescence. CHO-K1 hM5, ACh EC20 PAM; 0% = ACh EC20, 100% = ACh EC100. actives 0.3% (n = 360,000). Muscarinic acetylcholine receptor M5 (Homo sapiens), P08912. activation, % at 3 µM;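 active = activation above the run cutoff, the mean activation of all test compounds plus 3 SD, cut at about 18% in these data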
#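 System – CHO-K1 hM5 cells · Compound – 3 µM, single dose · Incubation – compound preincubation 140 s before EC20 acetylcholine addition · Technique – Fluo-8 calcium fluorescence · Measure – Max/basal fluorescence ratio as % of EC20–EC100 ACh window · Benchmarks – low control EC20 acetylcholine (0%), high control EC100 acetylcholine (100%) · Replication – singlicate, one well per test compound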
# CHRM4 agonist = human M4 muscarinic receptor agonists, primary screen, CHO-K1 cells, Fluo-8 calcium fluorescence; activation, % at 3 µM; actives 0.14% (n = 360,000); CHO-K1 hM4/Gqi5; vehicle 0%, full acetylcholine response 100%; Muscarinic acetylcholine receptor M4 (Homo sapiens), P08173;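 active = activation above the run mean over all test wells plus 3 SD, cut at about 32% in these data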;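 also: peak over basal fluorescence ratio per well then scaled between controls; 0% = DMSO wells and 100% = acetylcholine at EC100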
# M5 antag = human M5 muscarinic receptor antagonists, primary screen, CHO cells, Fluo-8 calcium fluorescence | Muscarinic acetylcholine receptor M5 (Homo sapiens), P08912 | actives 0.59% (n = 360,000) | CHO-hM5 cells, ACh EC80 | AID 624040, 2012 | inhibition, % at 3 µM;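 active = inhibition above a per-plate cutoff, the mean of that plate's test compounds plus 3 SD, cut at about 27% in these data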;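 also: 0% = acetylcholine EC80 with DMSO and 100% = DMSO without agonist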
# M4 antag = human M4 muscarinic receptor antagonists, primary screen, CHO cells, Fluo-8 calcium fluorescence. Muscarinic acetylcholine receptor M4 (Homo sapiens), P08173. CHO-hM4 cells, ACh EC80. inhibition, % at 3 µM. actives 0.73% (n = 360,000);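 active = inhibition above its plate's cutoff, the mean inhibition of sample wells plus 3 SD, cut at about 27% in these data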;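 also: 0% = acetylcholine EC80 with DMSO and 100% = DMSO without agonist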
# IDE cell inh = human IDE inhibitors in live cells, primary screen, fluorescence polarization, HEK cells, FAbetaB substrate; Insulin-degrading enzyme (Homo sapiens), P14735; FAbetaB cleavage; inhibition, % at 5.59 µM; actives 0.41% (n = 320,000);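 active = percent inhibition above the average of all tested compounds plus 3 SD, set per screening campaign, cut at about 16% in these data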;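 also: IDE supplied by intact live HEK cells; FP after avidin binding of uncleaved biotin substrate so inhibition keeps polarization high; 0% = DMSO wells and 100% = 60 µM reference IDE inhibitor Ii1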
# CRFBP-R2 agonist = agonists of CRF-BP/CRF-R2 complex, primary screen, cell-based, HEK293, calcium dye fluorescence, uHTS; CRF-binding protein / CRF receptor 2 complex (human); calcium dye fluorescence (FLIPR); percent of saturating CRF peptide response; activation, % at 13.2 µM; actives 0.46% (n = 350,000); AID 588473, 2011;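 active = activation of at least 50%, plus an integration ratio under a set limit after plate pattern correction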;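 also: plate controls were neutral control wells without compound for no effect and CRF at EC100 for full effect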
# Active calls of the source: *; · = not tested or not shown.
SMILES,M5 ag,CRFBP-R2 block,M4 PAM,M5 PAM,CHRM4 agonist,M5 antag,M4 antag,IDE cell inh,CRFBP-R2 agonist
Cc1ccc(-c2csc(NC(=O)C[n+]3cc(-c4ccccc4)n4c3CCC4)n2)cc1,-17,-1,-7,4,0,7,5,2,-3.1
CC(C)COP(=O)(c1ccc(N(C)C)cc1)C(O)c1ccc(N(C)C)cc1 (configuration not stated),-2,-4,-1,2,2,-3,-2,3,-1.8
CCCCn1c(=NC(=O)c2cccnc2)c(C(=O)OCC)cc2c(=O)n3ccccc3nc21,1,17,-2,-10,4,0,1,·,-9.8
O=C(c1noc2c1CCCCC2)N1CCOCC1,0,19,12,1,0,-1,6,1,5.2
CCOC(=O)N1CCN(Cc2cccs2)CC1,-3,-3,3,4,0,-5,3,1,-1.1
C=CCc1cccc2cc(C(=O)NNC(=O)c3ccncc3)c(=O)oc12,3,2,-1,-4,1,1,-5,3,-0.9
COc1ccc(CC2NCCC3(O)CCCCC23)cc1 (configuration not stated),0,0,-2,3,1,-3,4,2,0.3
CCOc1ccccc1C(=O)Nc1ccc(S(=O)(=O)N2CCOCC2)cc1,0,-1,-2,-1,10,-1,-1,1,-0.1
Nc1nc(-c2cccnc2)nn1C(=O)COc1ccccc1,-2,4,6,-3,1,5,-6,-3,0.0
O=C(Nc1nnc(CSCc2ccc(F)cc2)s1)c1cccc([N+](=O)[O-])c1,0,-82,12,9,2,-6,-6,-3,12
O=C(CCN1C(=O)C2CCCCC2C1=O)N1CCN(S(=O)(=O)c2cccc(F)c2)CC1 (configuration not stated),-4,9,6,5,1,-2,-8,4,-1.1
CC(C)(C)OC(=O)NCC(=O)NCC(=O)OCc1ccccc1,-3,6,-1,-5,0,-7,-7,1,0.8
COc1ccc(-c2nnc(-c3ccc4ccccc4c3)o2)cc1,2,15,3,-5,1,3,-3,·,6.2
CCCCn1c(CN2CCN(C)CC2)nc2ccccc21,-6,13,-14,-19,1,22,-2,-4,0.2
C=CCn1c(SCC(=O)NC2CCS(=O)(=O)C2)nc2scc(C3CC3)c2c1=O (configuration not stated),-6,-9,-6,-3,1,1,9,11,0.0
O=C1C2C3C=CC(C3)C2C(=O)N1c1ncn[nH]1 (configuration not stated),0,0,-7,-2,1,1,1,-2,-1.0
O=C(Cc1csc(N2CCOCC2)n1)N/N=C/c1ccc(Cl)cc1Cl,0,-9,-3,-4,2,-1,8,1,-0.1
COc1cc(C(=O)OCC(=O)NC(=O)NCc2ccccc2)ccc1OC(F)F,1,-14,4,-2,0,-3,5,2,2.2
CCNc1nc(SC(C)C(=O)OC)nc(N(C)C)n1 (configuration not stated),5,-9,16,16,2,1,-10,3,-0.5
COc1ccc(CCNC(=O)c2cnc3ccccn3c2=O)cc1,2,9,0,-7,2,4,0,0,-0.4
O=C(Nc1ccc(F)c(Cl)c1)c1cc(C2CCCCN2C(=O)CCc2ccccc2)on1 (configuration not stated),1,·,-8,-3,6,0,-3,·,·
O=C1CN(C(=O)/C=C/c2cccc(Cl)c2)c2ccccc2N1,0,-17,18,-6,3,13,15,-4,-1.3
O=S(=O)(c1ccc(Cl)s1)N1CCCc2cccc(O)c21,-6,22,-7,-14,-2,4,10,-2,-0.7
CCc1ccc(Oc2nnnn2-c2ccc(C(N)=O)cc2)cc1,2,-6,-15,-5,1,19,10,3,0.1
COc1ccc(S(=O)(=O)N2CCOCC2)cc1NC(=O)CSc1nnc(C2CC2)n1N,2,4,0,0,0,4,-6,1,-0.2
O=C(CC1(CC(=O)N2CCOCC2)CCCC1)Nc1ccccc1,4,11,1,-6,1,2,3,3,-0.9
CN(C(=O)COC(=O)/C=C/c1cccs1)C1CCCCC1,4,10,2,0,1,11,-1,3,-3.7
O=C(Nc1cccc(S(=O)(=O)N2CCCC2)c1)c1ccc2c(c1)OCO2,-2,-1,-3,-3,2,3,1,8,-1.6
CCCCn1nc(NC(=O)CC)c2cc3cc(OC)ccc3nc21,2,-1,-10,-10,11,10,8,3,1.6
CCCNC(=O)C(Cc1ccccc1C)NC(=O)c1ccc(C#N)cc1 (configuration not stated),-4,11,7,0,1,20,-1,-2,-3.6
O=C(c1ccccc1C(=O)N1CCN(c2ccccc2F)CC1)N1CCN(c2ccccc2F)CC1,0,-16,5,-1,6,0,-11,1,-2.0
CCCN1C2CCCC1CC(NC(=O)c1ccccc1)C2 (configuration not stated),-4,18,3,1,1,-6,0,2,-2.6
CCOc1ccc(-c2ccc(SCC(=O)Nc3nnc(C)s3)nn2)cc1,-3,-7,13,5,2,7,2,-5,4.3
Cc1ccc(S(=O)(=O)CC(O)COc2ccccc2C#N)cc1 (configuration not stated),0,19,1,10,2,-4,-7,-13,0.3
O=C(O)c1cc(-c2ccc3c(c2)OCO3)nc2ccc(Br)cc12,-1,14,-7,-2,0,-2,-7,0,-2.9
CCCNC(=O)C1CCN(c2ccc(S(=O)(=O)N3CCOCC3)cc2Cl)CC1,4,12,-2,-4,3,2,8,2,0.7
CN(C)c1ccc(NC(=O)c2ccc([N+](=O)[O-])cc2Cl)cc1,1,2,-1,13,1,-8,3,-3,-0.5
O=C(CCS(=O)(=O)c1ccc(Cl)cc1)N1CCN(c2ccccc2F)CC1,0,-3,-5,-6,3,-2,4,5,-0.3
CC(=O)c1c(C)n(-c2ccc(Br)cc2)c2ccc(O)cc12,0,1,2,1,1,11,7,-1,-0.7
CN1CCN(c2ccccc2NC(=O)c2ccc(F)cc2)CC1,-6,-14,-7,4,2,-2,4,7,4.5
Cc1ccc(NC(=O)/C=C/c2ccc3c(c2)OCO3)cc1S(=O)(=O)N1CCOCC1,0,2,-5,-7,5,5,-1,5,-0.8
CC1(C)CN(Cc2cccnc2)C(=O)[C@H]1CC(=O)Nc1ccc(Br)cc1,-1,7,0,2,1,4,-9,·,0.1
CN(c1ccccc1)S(=O)(=O)c1ccc(C(=O)NCCc2ccc(F)cc2)cc1,5,-5,-7,-1,12,11,0,8,-0.8
CCSc1cc(Cl)nc(N)n1,-2,5,22,1,0,6,12,6,-1.1
CNC(=O)c1ccc(CN(C)CC(=O)Nc2ccccc2C(=O)NC2CC2)cc1,6,-16,5,0,1,-1,-1,0,-0.1
CCOc1ccc(/C=N/NC(=O)c2ccc(F)cc2)cc1CN1CC2CC(C1)c1cccc(=O)n1C2 (configuration not stated),0,6,-1,-3,11,-4,-14,-1,-2.7
CCOc1ccc(Cl)cc1S(=O)(=O)N1CCC(C(=O)NCc2cccnc2)CC1,-4,2,11,-5,6,9,3,-3,-0.9
O=C(c1ccccc1C(F)(F)F)N1CCN(S(=O)(=O)c2ccccc2)CC1,2,1,5,6,2,-1,-6,5,-2.6
O=C(Cc1nn[nH]n1)c1ccccc1O,-3,-1,-2,3,1,-3,4,-6,-1.3
O=C(CCc1nc2sc3c(c2c(=O)[nH]1)CCCC3)NCCc1ccccc1,3,9,5,2,4,3,-12,10,-2.4
O=C(c1ccccn1)N1CCCC(N2CCN(c3ccc(F)cc3)CC2)C1 (configuration not stated),-2,9,1,1,1,-6,7,-2,-0.4
COc1ccc(CN2CCN(C(=O)C3CCN(S(=O)(=O)c4cccs4)CC3)CC2)c(OC)c1OC,0,-11,-7,3,5,-7,3,2,2.0
CCN(CC)CCCNC(=O)CCC(=O)Nc1ccc2nc(N3CCC(C)CC3)cc(C)c2c1,-3,-2,-13,3,0,-10,6,-1,-1.4
O=C(CSc1cccc2cccnc12)N/N=C/c1ccc(O)cc1,3,-8,-24,-1,12,10,6,8,1.1
O=C(O)CCC(=O)N1CCN(c2ccc(C(=O)c3ccc(F)cc3)cc2)CC1,0,33,-2,0,3,4,-7,1,0.5
Cc1cccc([C@@H]2[C@@H]3C(=O)N(Cc4ccccc4)C(=O)[C@@H]3[C@]3(Cc4ccccc4)C(=O)N(c4ccc(C(F)(F)F)cc4)C(=O)N23)c1,4,-3,11,-2,2,9,-6,0,3.4
CC(=O)Nc1ccc(S(=O)(=O)Nc2cc(Cl)ccc2N2CCOCC2)cc1,3,-3,2,-6,5,5,7,-4,-0.6
CN(CC(=O)Nc1ccccc1Cl)C(=O)CSc1nncs1,-2,10,3,-3,1,8,10,6,2.1
O=C(NCc1ccccn1)c1nc(-c2cccs2)no1,3,19,0,5,1,-10,-2,3,0.5
Cc1[nH]c2ccccc2c1/C=N/Nc1nc(Nc2ccc(F)cc2)nc(N2CCOCC2)n1,-2,9,-2,-5,0,-3,-2,0,1.7

# Whole records from above:
# O=S(=O)(c1ccc(Cl)s1)N1CCCc2cccc(O)c21 is entered as M5 ag = -6; CRFBP-R2 block = 22; M4 PAM = -7; M5 PAM = -14; CHRM4 agonist = -2; M5 antag = 4; M4 antag = 10; IDE cell inh = -2; CRFBP-R2 agonist = -0.7
# CCSc1cc(Cl)nc(N)n1 is entered as M5 ag = -2; CRFBP-R2 block = 5; M4 PAM = 22; M5 PAM = 1; CHRM4 agonist = 0; M5 antag = 6; M4 antag = 12; IDE cell inh = 6; CRFBP-R2 agonist = -1.1

# Next structures follow.
SMILES,M5 ag,CRFBP-R2 block,M4 PAM,M5 PAM,CHRM4 agonist,M5 antag,M4 antag,IDE cell inh,CRFBP-R2 agonist
O=C(Oc1ccc(F)cc1)c1ccc2c(=O)n3c(nc2c1)CCC3,7,-4,-1,-8,12,7,1,8,0.4
CCOC(=O)Cn1c(-c2cccnc2Cl)nc2cc(Cl)c(Cl)cc21,-1,-11,4,1,2,-7,-4,-1,-1.5
CCOc1ccc(S(=O)(=O)N2CCN(C(=O)c3ccccc3Cc3ccccc3)CC2)cc1,-1,3,-5,2,-1,-2,-3,3,-0.8
Cc1ccc(SCC(=O)N2CCN(c3ccc(F)cc3)CC2)cc1,12,-13,4,6,0,-11,-8,·,-0.9
CC(=O)OCC(=O)[C@@]1(O)CC[C@H]2[C@@H]3CCC4=CC(=O)C=C[C@]4(C)[C@@]3(Cl)[C@@H](Cl)C[C@@]21C,43*,-31,3,-18,0,9,3,8,2.7
COc1cccc(/C=C/c2nc(S(=O)(=O)c3ccccc3)c(N(C)C)o2)c1,0,3,4,1,1,-6,2,9,0.9
Cc1cccc(C)c1NC(=O)COc1ccc2c(C)c(Cc3ccccc3)c(=O)oc2c1,2,13,0,2,1,1,4,-2,0.7
Cc1ccccc1C(C(=O)NCc1ccco1)N(CC1CCCO1)C(=O)Cn1nnc2ccccc21 (configuration not stated),-6,-3,8,-4,1,-13,-6,5,-0.9
COc1ccccc1NC(=O)Cc1csc(NC(=S)Nc2ccc(C)cc2)n1,0,-19,9,1,3,4,7,0,-0.6
